PglD inh: C. jejuni PglD acetyltransferase inhibitors, primary screen, biochemical, DTNB colorimetric, single point; inhibition, % at 12.5 µM; UDP-N-acetylbacillosamine N-acetyltransferase PglD (Campylobacter jejuni); AID 602405, 2012; actives 0.098% (n = 360,000); purified PglD enzyme, DTNB colorimetric CoA detection; in the data active means inhibition above about 16%, passing the limit was not always enough; further: strong numbers were not always called active
ERAP1 HTS inh: human ERAP1 aminopeptidase inhibitors, primary screen, biochemical, single point, plate reader | recombinant ERAP1, Leu-AMC fluorescence, 60 min | inhibition, % at 10.7 µM | actives 0.15% (n = 340,000) | AID 652197, 2013;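 active means mean replicate inhibition of at least 30%, or all replicates individually reaching that 30% level; inactive means mean below 30% and not every replicate reaching it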;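 further: 0% = neutral control wells and 100% = L-leucinethiol positive control wells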
Cneo AK release: Cryptococcus neoformans cell lysis inducers, primary screen, AK release luminescence, single concentration | C. neoformans lysis, adenylate kinase release luminescence, 4 h; normalised: neutral wells 0, clomiphene wells 100 | lysis activity, % at 15 µM | actives 0.2% (n = 360,000) | AID 651654, 2012;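 active means mean lysis activity across replicates of at least 80%, whatever share of replicates individually reach that level; inactive means mean lysis activity below 80%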
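Schedule: static 4 h at 37 °C with compound, 1 h detection; system: C. neoformans cells; benchmarks: Clomiphene as positive control; buffer or medium: fresh YPD medium; measure: luminescence rise reflecting yeast cell lysis; measured by: luminescent adenylate kinase detection reagent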
PGC1a acetyl inh: inhibitors of PGC1a acetylation signal, primary screen, cell-based, U2OS, AlphaScreen, inhibitor mode; AID 651687, 2012; AlphaScreen anti-acetyl-lysine; with virally co-expressed GCN5 acetyltransferase; actives 0.17% (n = 350,000); inhibition, % at 15.6 µM;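 active means every replicate shows inhibition of at least 40%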;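 further: 0% = neutral control wells and 100% = positive control wells; some results beyond the cut were filed as inactive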
RAD52 inh: RAD52 DNA annealing inhibitors, primary screen, biochemical, FRET, single point, set 2 | actives 0.46% (n = 360,000) | inhibition, % at 18.7 µM | AID 651710, 2012 | recombinant RAD52 DNA annealing, FRET fluorescence;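 active means every replicate showing at least 50% inhibition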
Target sequence (P43351 whole entry, looked up): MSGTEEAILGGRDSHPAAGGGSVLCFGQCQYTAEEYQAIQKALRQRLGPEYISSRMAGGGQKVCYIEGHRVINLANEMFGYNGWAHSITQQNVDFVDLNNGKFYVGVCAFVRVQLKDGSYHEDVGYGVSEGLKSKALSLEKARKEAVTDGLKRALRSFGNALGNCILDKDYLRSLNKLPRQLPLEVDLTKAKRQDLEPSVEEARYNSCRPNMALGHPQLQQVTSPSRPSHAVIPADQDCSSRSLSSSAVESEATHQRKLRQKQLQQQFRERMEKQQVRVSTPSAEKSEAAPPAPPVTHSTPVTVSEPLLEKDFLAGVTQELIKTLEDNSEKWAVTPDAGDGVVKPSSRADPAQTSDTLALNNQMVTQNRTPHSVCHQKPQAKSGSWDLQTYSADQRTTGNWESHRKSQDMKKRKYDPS
E-sel inducer: E-selectin induction in HUVECs, primary screen, imaging, HUVEC, immunofluorescence imaging, single point; actives 0.37% (n = 260,000); normalized: neutral wells 0, TNF-alpha wells 100; activation, % at 7.58 µM; P16581; AID 686992, 2013;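 active means mean E-selectin-positive cell signal at least 10% of the positive control, reached in at least 60% of replicates, without over 20% cell loss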;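 further: in these data hits start at about 27%; measured in HUVEC primary endothelial cells; signal is the percent of cells scored E-selectin positive by PE staining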
Target sequence (P16581 whole entry, looked up): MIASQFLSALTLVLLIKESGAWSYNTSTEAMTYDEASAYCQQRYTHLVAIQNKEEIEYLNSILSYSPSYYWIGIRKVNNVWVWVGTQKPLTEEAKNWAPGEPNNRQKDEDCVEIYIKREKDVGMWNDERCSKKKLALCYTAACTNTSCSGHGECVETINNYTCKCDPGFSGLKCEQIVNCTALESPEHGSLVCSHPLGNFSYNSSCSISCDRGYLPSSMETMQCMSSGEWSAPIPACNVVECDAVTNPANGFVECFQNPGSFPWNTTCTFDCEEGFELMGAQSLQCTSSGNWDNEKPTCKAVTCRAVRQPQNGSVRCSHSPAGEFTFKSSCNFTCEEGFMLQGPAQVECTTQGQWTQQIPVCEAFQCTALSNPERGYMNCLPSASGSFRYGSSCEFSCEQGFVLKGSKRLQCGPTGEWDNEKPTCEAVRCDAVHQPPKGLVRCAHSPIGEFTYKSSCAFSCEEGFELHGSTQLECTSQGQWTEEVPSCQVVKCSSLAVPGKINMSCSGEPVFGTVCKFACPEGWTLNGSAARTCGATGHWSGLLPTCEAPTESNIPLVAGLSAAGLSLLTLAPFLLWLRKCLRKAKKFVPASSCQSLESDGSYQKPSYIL
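Test system: HUVEC | Signal: Immunofluorescence imaging | Read-out: Percent E-selectin-positive cells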
RAD54 inh: inhibitors of human RAD54 branch migration, primary screen, biochemical, fluorescence, single point. RAD54 Holliday junction branch migration, FAM/BHQ fluorescence. DNA repair and recombination protein RAD54-like (Homo sapiens), Q92698. actives 0.14% (n = 360,000). AID 602329, 2012. inhibition, % at 10.4 µM;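 active means mean normalized replicate activity at least 40 and at least half of replicates scoring 40 or more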;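 further: 0% = median of neutral control wells and 100% = median of positive control wells; inhibitors cause a drop in the FAM fluorescence signal; in these data hits start at about 50%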
miR-122 sensor: miR-122 Renilla sensor signal increase in Huh7, primary screen, miR-122 inhibitor project, cell-based, single point, plate reader. Huh7 miR-122 Renilla luciferase sensor, 48 h; neutral wells = 0, positive control = 100. activation (reporter increase), % at 12.5 µM. actives 0.3% (n = 340,000);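 active means mean replicate activation score at least 90 and every replicate individually at or above 90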;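 further: higher luciferase means less miR-122 activity so hits act as miR-122 inhibitors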
* = called active by the depositor; / = no result given; [ ] = remark or other dose.

SMILES	PglD inh	ERAP1 HTS inh	Cneo AK release	PGC1a acetyl inh	RAD52 inh	E-sel inducer	RAD54 inh	miR-122 sensor
CCC(=O)N[C@@H]1CC[C@@H](CCn2cc(-c3cccc(OC)c3)nn2)O[C@@H]1CO	1.8	-1.4	-2.1	1.5	1.4	1.7	1.3	/
Brc1ccc(OCCn2ccnc2)cc1	2.9	-10.0	1.5	/	5.8	/	4.7	0.0
Cc1noc(C)c1S(=O)(=O)N(C)C[C@H]1OCCCC[C@@H](C)Oc2ccc(NC(=O)Cc3ccccc3)cc2C(=O)N([C@@H](C)CO)C[C@H]1C	0.1	2.6	-3.6	-5.3	-32.6	0.1	-5.0	-3.8[16.7 µM]
N#Cc1ncccc1CCc1cccc(Cl)c1	4.2	-1.5	-2.0	/	-8.0	/	-7.7	-2.6
Cc1[nH][nH]c(=O)c1C(c1ccc(-c2cccc(Cl)c2)o1)c1c(C)[nH][nH]c1=O	-0.3	/	-2.2	0.8	/	/	4.6	7.6
COc1cc2c(cc1OC)C1(CCCC1)CNC2c1ccc([N+](=O)[O-])cc1 (stereo not given)	/	4.5	/	5.9	1.3	-0.8	/	/
CN(C)C(=O)C[C@H]1C[C@H]2c3cc(NC(=O)C4CCC4)ccc3O[C@H]2[C@@H](CO)O1	4.0	-0.8	-0.9	-0.5	-14.4	1.6	-4.4	0.2[16.7 µM]
CC1CCc2c(sc(/N=C/c3ccco3)c2C(N)=O)C1 (stereo not given)	-1.4	-0.2	-6.8	2.4	-14.7	-0.2	0.1	-1.0
O=C1C(=O)N2C(=C1C(=O)N1CCCCCC1)c1ccccc1CC21CCCC1	0.5	/	1.2	-2.1	-10.6	1.4	-3.5	3.8
O=C(CCS(=O)(=O)c1ccc(F)cc1)Nc1nc(-c2ccncc2)cs1	-3.1	-4.5	0.3	/	-11.4	/	-7.3	-10.2

Compound profiles (already shown):
N#Cc1ncccc1CCc1cccc(Cl)c1 reads PglD inh: 4.2; ERAP1 HTS inh: -1.5; Cneo AK release: -2.0; PGC1a acetyl inh: /; RAD52 inh: -8.0; E-sel inducer: /; RAD54 inh: -7.7; miR-122 sensor: -2.6
Cc1noc(C)c1S(=O)(=O)N(C)C[C@H]1OCCCC[C@@H](C)Oc2ccc(NC(=O)Cc3ccccc3)cc2C(=O)N([C@@H](C)CO)C[C@H]1C reads PglD inh: 0.1; ERAP1 HTS inh: 2.6; Cneo AK release: -3.6; PGC1a acetyl inh: -5.3; RAD52 inh: -32.6; E-sel inducer: 0.1; RAD54 inh: -5.0; miR-122 sensor: -3.8[16.7 µM]

Continuation:
SMILES	PglD inh	ERAP1 HTS inh	Cneo AK release	PGC1a acetyl inh	RAD52 inh	E-sel inducer	RAD54 inh	miR-122 sensor
Cc1cc(/C=C(/C#N)C(=O)Nc2ccccc2)c(C)n1-c1cccnc1	-2.6	5.3	-3.1	/	-29.1	/	17.7	/
CC(OC(=O)CCN1C(=O)C2CC=CCC2C1=O)C(=O)c1ccc(F)cc1 (stereo not given)	-1.2	1.8	0.6	11.7	0.6	-1.5	-9.1	1.9
CCOc1ccc(C(=O)NCCc2ccccc2)cc1	3.6	1.7	1.4	-10.6	-6.7	/	-1.5	-4.3
CCOc1ccc(NC(=O)c2ccccc2CO)cc1	-7.4	/	-1.2	/	/	/	7.8	-3.6
Cc1ccc(C(=O)Nc2ccc(Nc3ccccc3)cc2)c(Cl)c1	0.7	-4.6	1.6	-35.7	-9.8	0.1	2.9	4.3
CC1(C)C(=O)Nc2ccccc2N1C(=O)COC(=O)CNS(=O)(=O)c1ccc(Br)cc1Cl	3.0	0.0	4.5	3.2	-19.4	/	4.2	-9.6
CCOC(=O)[C@H]1[C@H]2COc3ccc(Br)cc3[C@@H]2N2C(=O)[C@H](C)NC(=O)[C@@]12C	4.4	0.4	-0.4	-4.0	-4.8	0.6	-15.3	-1.8
CCOC(=O)c1c(COC(=O)c2ccco2)nc2ccccc2[n+]1[O-]	-0.9	/	1.5	-0.8	/	/	3.1	-8.1
CCCCCC(=O)N1C[C@@H](n2cc(-c3ccc(F)cc3)nn2)[C@H](O)C[C@@H]1c1ccc(C)cc1	4.3	-0.2	-6.6	-19.7	-11.8	/	-2.6	-1.7
COCCNC(=O)C1(C)Cc2c(-c3ccc4c(c3)OCO4)ccnc2O1 (stereo not given)	5.9	-0.3	0.3	19.5	4.6	0.0	-19.9	-2.7
CCn1c(=O)c2ccccc2n(Cc2cccc([N+](=O)[O-])c2)c1=O	2.1	1.5	2.0	-0.8	-21.8	0.3	4.0	-9.8
CN(CC(=O)Nc1ccccc1)CC(=O)Nc1ccc(F)cc1	3.2	-1.2	-3.6	-11.5	-5.5	12.6	-8.8	4.7
C[C@H]1CN([C@@H](C)CO)C(=O)c2ccccc2-c2ccccc2CO[C@H]1CN(C)Cc1cccnc1	-0.4	-3.0	-3.6	0.4	0.3	0.5	-4.9	/
C[C@H]1CN([C@@H](C)CO)C(=O)c2cccc(NC(=O)c3nc4ccccc4s3)c2O[C@H]1CN(C)C(=O)Nc1ccccc1	1.7	-3.5	2.1	-2.1	30.6	0.9	-9.4	3.0[16.7 µM]
NC(=O)C1CCN(C(=O)CNC(=O)c2ccc(Br)o2)CC1	-2.5	1.9	-0.8	2.5	-6.8	1.6	7.1	-4.5
O=C1C=C(Nc2ccccc2O)c2ccccc2C1=O	-3.8	2.8	-10.7	-5.8	-18.2	/	-11.9	-1.5
N#CCSc1nc(-c2ccccc2)nc2ccccc12	0.3	4.5	1.4	7.9	-6.0	-0.2	3.0	4.2
O=C(CCc1nnc(CCc2ccccc2)o1)NC(c1cccnc1)C(F)(F)F (stereo not given)	-1.9	-2.4	-1.6	1.0	-0.6	2.8	3.5	-1.2
CN(C)CCNc1c2c(nc3nnnn13)CCCC2	-4.8	-0.5	-0.6	3.4	-12.5	0.0	3.8	-5.8
CC(C)(C)SCCNC(=O)CN(c1ccccc1)S(=O)(=O)c1ccc(F)cc1	7.9	-1.4	-1.4	10.5	-12.7	/	-2.1	0.0

Just RAD52 inh, for two of the compounds above:
smiles,RAD52 inh
CC(C)(C)SCCNC(=O)CN(c1ccccc1)S(=O)(=O)c1ccc(F)cc1,-12.7
NC(=O)C1CCN(C(=O)CNC(=O)c2ccc(Br)o2)CC1,-6.8

Later entries:
SMILES	PglD inh	ERAP1 HTS inh	Cneo AK release	PGC1a acetyl inh	RAD52 inh	E-sel inducer	RAD54 inh	miR-122 sensor
CC1CCc2c(sc(NC(=O)c3ccc(-c4ccccc4[N+](=O)[O-])o3)c2C#N)C1 (stereo not given)	-2.7	-2.4	2.0	-21.7	-18.8	/	-12.4	-1.2
CC(=O)Nc1ccc(NC(=O)CCSCCc2ccccn2)cc1	/	0.3	/	7.5	-20.2	3.7	/	/
O=C(C[C@H]1CC[C@H]2[C@@H](COC[C@@H](O)CN2CC2CCCCC2)O1)NCc1ccc(F)cc1	6.5	/	-2.1	2.9	/	0.2	-2.5	-1.9[16.7 µM]
O=C(NC1CCCCC1)C(c1ccc(F)cc1)N(C(=O)c1csnn1)C1CCCC1 (stereo not given)	-1.5	-2.6	1.4	-6.7	1.0	/	-6.0	-2.9
CCN(CC)CCCNC(=O)c1cc2nc3c(c(C(F)(F)F)n2n1)CCc1ccccc1-3	-3.7	-1.3	-0.3	-4.2	11.5	/	-4.2	-1.1
O=C(CC1c2ccccc2Oc2ccccc21)N1CCN(c2ccccn2)CC1	5.6	-1.8	0.6	9.1	0.9	/	-0.4	-6.0
C[C@@H]1CN([C@H](C)CO)C(=O)c2cccc(NC(=O)NC3CCCCC3)c2O[C@@H]1CN(C)Cc1ccc2c(c1)OCO2	0.0	8.7	-1.5	-14.6	6.3	-0.1	12.5	-2.9[16.7 µM]
COc1ccc(C(=O)/C=C/c2ccc(OC3CSC3)cc2)cc1OC	-14.9	/	1.4	3.0	/	/	-1.0	-2.3
O=C(NCC1CCCO1)c1ccccc1-c1nc(-c2ccc(F)cc2)no1 (stereo not given)	-10.8	/	7.0	-1.3	/	/	1.4	0.5
NC(=O)CSc1nc2ccc([N+](=O)[O-])cc2[nH]1	-0.2	0.7	7.8	-1.9	-5.2	10.0	-0.6	7.6
Cc1ccc(S(=O)(=O)N2CCCCC2)cc1NC(=O)CCc1nc2ccccc2c(=O)[nH]1	9.7	6.0	0.0	/	-27.3	-0.7	-17.9	/
Cc1noc(C)c1S(=O)(=O)Nc1ccc2c(c1)CC(=O)N([C@H](C)CO)C[C@H](C)[C@@H](CN(C)C(=O)NC(C)C)O2	-3.3	3.3	0.4	-3.9	-15.4	-0.1	-0.1	9.6[16.7 µM]
CC(C#N)Sc1ccc(S(=O)(=O)N2CCCCC2)cn1 (stereo not given)	-1.4	-3.0	-1.7	0.6	-3.0	2.4	-3.2	7.1
Cc1[nH]n(C(N)=S)c(=O)c1N=Nc1ccccc1C(F)(F)F	-12.8	2.8	3.2	3.6	-7.7	/	-2.0	-0.5
CS(=O)(=O)c1ccc(C(=O)NNC(=O)c2ccccc2-n2cccc2)cc1	-1.3	-2.0	1.6	7.2	-10.6	/	-0.2	-1.8
CCN(CCN1CCCC1)C(=O)C1CCC(=O)N(CCCN2CCOCC2)C1 (stereo not given)	0.7	-2.7	-0.3	/	-3.4	-0.5	-7.2	/
CCN(C(=O)CSc1n[nH]c(N)n1)c1cccc2ccccc12	4.9	2.0	0.2	-1.8	0.5	/	-3.9	1.0
CCC(c1nc2ccccc2[nH]1)N(C(=O)C1=NNC(=O)CC1)c1ccccc1 (stereo not given)	1.4	-2.6	-0.9	-1.0	-19.2	-0.1	-10.3	-4.1
CCOC(=O)C12CNC(=O)C(C(=O)OCC)(CNC1=O)C2	-0.6	/	0.1	-10.4	/	/	-5.4	-7.2
CCOC(=O)c1cnc(SCC(=O)Nc2ccc(NC(C)=O)c(OC)c2)nc1N	-3.8	/	6.1	/	/	/	-3.2	-0.6
C[C@H](CO)N1C[C@H](C)[C@@H](CN(C)S(=O)(=O)c2cccs2)OCc2ccccc2-c2ccccc2C1=O	-2.9	2.5	2.1	-0.2	4.6	0.3	-3.0	/
COc1ccc(Cn2nnnc2C(c2cc(OC)ccc2OC)N2CCC(C(N)=O)CC2)cc1 (stereo not given)	-11.6	/	5.7	3.6	/	/	-12.7	-0.3
Cc1ccn2c(NC(=O)c3ccccc3)c(-c3cccs3)nc2c1	1.6	/	3.6	6.2	/	/	2.0	-2.6
C/C(=N\NC(=O)CCCOc1ccc(Cl)cc1C)c1ccc(C)o1	-7.6	/	3.1	1.1	/	3.7	-1.8	3.4
O=C(Nc1ccc(-n2ccc(C(F)(F)F)n2)cc1)c1cccs1	-11.2	0.9	2.3	/	-10.6	/	5.7	/
COc1ccc(Cl)cc1NC(=O)Nn1cnnc1	-1.9	/	1.0	9.8	/	/	6.3	-13.6
O=C(CCN1CCCCC1)NCC[C@H]1CC[C@H](NC(=O)C2CCC2)[C@H](CO)O1	2.7	-2.0	-1.7	2.0	-0.1	0.6	-14.7	-2.4[16.7 µM]
COCCNC(=O)C1(C)CCN(C(=O)c2cc(C)n(C(C)(C)C)n2)C1 (stereo not given)	-2.3	-0.9	0.2	3.1	-0.6	0.2	3.3	-2.9
COc1ccccc1/C=C/C=N/n1c(-c2n[nH]c3c2CCC3)n[nH]c1=S	7.4	-0.5	1.0	1.5	-0.5	/	-0.7	-5.4

Screening results (PubChem BioAssay)
